High-throughput results as filed in PubChem.
PhoP GFP inhibition – PhoP regulon inhibitors, Salmonella typhi PhoP promoter GFP reporter, confirmatory (AID 1850); Salmonella Typhi PhoP-promoter GFP reporter, fluorescence, 4 h; higher % means a stronger effect; inhibition, % at 50 µM; hits with a dose series show IC50 in µM; 310,000 tested, 0.33% active; in the data active = a potency from the dose series; inconclusive = inhibition mostly from about 25% at the one dose, without a potency; inactive = the rest, 99 in 100 with inhibition below about 19%;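 also: 0% = induced wells with vehicle and 100% = uninduced wells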
inhibitors of VEEV – inhibitors of VEEV TC-83 cytopathic effect, confirmation, Vero cells (AID 588727); 350,000 tested, 0.13% active; Vero cells, VEEV TC-83 cytopathic effect inhibition; higher % means a stronger effect; inhibition, % at 20 µM; hits with a dose series show IC50 in µM; in the data active = a potency from the dose series; inconclusive = inhibition mostly from about 14% at the one dose, without a potency; inactive = the rest, 99 in 100 with inhibition below about 12%; also: strong numbers were not always called active
M. tuberculosis – growth inhibition of non-replicating M. tuberculosis (AID 488890). one-dose inhibition, % at 25 µM; IC50 in µM for titrated hits. 320,000 tested, 0.39% active. Mycobacterium tuberculosis non-replicating, growth inhibition; higher % means a stronger effect; in the data active = a potency from the dose series; inconclusive = inhibition mostly from about 82% at the one dose, without a potency; inactive = the rest, 99 in 100 with inhibition below about 76%;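 also: plate controls were DMSO cells for no effect and high antibiotic wells for full effect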
M. tuberculosis HTS – M. tuberculosis growth inhibition, HTS (AID 449762); inhibition, % at 25 µM; hits with a dose series show IC50 in µM; 330,000 tested, 0.59% active; M. tuberculosis H37Rv growth inhibition, 7H9 media; higher % means a stronger effect; in the data active = a potency from the dose series; inconclusive = inhibition above about 70% without an active follow-up result;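 also: bacterial growth assessed after seven days of incubation; strong numbers were not always called active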
influenza NS1A – H1N1 influenza NS1A inhibitors, functional cell based assay (AID 504329); NS1A functional cell-based assay, percent inhibition; higher % means a stronger effect; one-dose inhibition, % at 12.5 µM; IC50 in µM for titrated hits; 340,000 tested, 0.3% active; in the data active = a potency from the dose series; inconclusive = inhibition above about 27% without an active follow-up result; also: strong numbers were not always called active
inhibitors of VEEV 10K pilot screen – second read-out of inhibitors of VEEV, no call of its own (marks repeat the call); inhibition, %; measured here: 10K pilot screen inhibition
Starred values were filed as active, the others as inactive; i = inactive; ? = inconclusive; · = no result given.

SMILES	PhoP GFP inhibition	inhibitors of VEEV	M. tuberculosis	M. tuberculosis HTS	influenza NS1A	others
CN(Cc1ccccc1)C(=O)CCC1CCN(S(C)(=O)=O)CC1	4%	0.7%	-8%	9%	25%
Cc1sc2nc(CN3CCCCC3)nc(Cl)c2c1C	-2%	2.6%	7%	6%	2%
C=C1C(=O)C23CCC4C(C)(C(=O)OC)CCCC4(C)C2CCC1(O)C3 (configuration not stated)	·	i	·	·	6%
COc1ccccc1C(=O)Nc1ccc(C(=O)Nc2ccccc2C(=O)O)cc1	-2%	11%	33%	-2%	-5%
O=[N+]([O-])c1ccc(C(O)C(CO)NC(=S)Nc2ccccc2)cc1 (configuration not stated)	11%	4.5%	60%	-4%	11%
CCC(=O)Nc1cccc(-c2ccc(N3CCN(C)CC3)nn2)c1	0%	8.3%	-1%	0%	-6%
Cc1ccc(-c2cc(C(=O)N3CCc4ccccc4C3)[nH]n2)cc1C	7%	4.6%	-2%	-1%	-4%
CCOC(=O)C(O)(CC(=O)c1ccc(Cl)cc1)C(=O)OCC	5%	1.2%	9%	60%	2%
CC1CCN(c2nc3c(c(=O)n(C)c(=O)n3C)n2CCSc2nc3ccccc3s2)CC1	-13%	i	20%	23%	-1%
O=C(/C=C/c1ccc(Br)cc1)Nc1ccc(S(=O)(=O)Nc2ncccn2)cc1	-6%	2.1%	21%	-1%	5%
COc1ccc(N2CCN(C(=O)c3sc4nc(-c5ccc(F)cc5)cn4c3C)CC2)cc1	-3%	i	-31%	-9%	-2%
Cc1ccc(C(=O)NC(=S)N2CCCC2)cc1	1%	1.1%	10%	-8%	-8%
CCc1ccc2nc(NC(=O)C3CCN(c4ncnc5sc(C)c(C)c45)CC3)sc2c1	·	11%	33%	18%	-15%
C=C(C)c1cccc(C(C)(C)NC(=O)Nc2cc(C)ccn2)c1	-8%	1.3%	-9%	-1%	-3%
COc1ccc(/C=C/C(=O)N(C)CC(=O)Nc2cccc(F)c2)cc1S(=O)(=O)N1CCCCC1	·	9.7%	·	·	-2%
O=C(CSC(=S)N1CCCCC1)Nc1nc(-c2ccccc2)c(-c2ccccc2)o1	-2%	1.9%	7%	-8%	0%
Cc1ccc(C)c(OCCC(=O)OCC(=O)Nc2ccc(N3CCOCC3)cc2)c1	7%	i	69%	37%	-1%
O=C(COc1ccc(Br)cc1F)NC1CC1	·	i	10%	-9%	-18%
O=C(O)CCCC(=O)N1CCc2cc(S(=O)(=O)N3CCc4ccccc43)ccc21	4%	2.3%	-4%	11%	6%
NC1=NC(=O)/C(=C/c2ccsc2)S1	11%	1.3%	-2%	4%	-4%
CC(CC(=O)NC1CCCCC1)S(=O)(=O)c1ccc2c(c1)NC(=O)CO2 (configuration not stated)	-30%	1.0%	-8%	0%	1%
CC1(C)CC(=O)C=C(Nc2ccc(Cl)c(Br)c2)C1	3%	0.6%	40%	5%	-9%
Oc1ccc(Cl)cc1CNCc1ccc(F)c(F)c1	-6%	i	76%	0%	5%
O=C(CC(=O)c1ccccc1O)c1cccc(F)c1	21µM*	2.5%	8.9µM*	?	-12%
CCCCC1=CC2=CC(=O)C(C)(OC(=O)c3cnc4ccccc4n3)C(=O)C2=CO1 (configuration not stated)	-22%	·	7%	2%	·

The list goes on (3 carried over from the part before).
SMILES	PhoP GFP inhibition	inhibitors of VEEV	M. tuberculosis	M. tuberculosis HTS	influenza NS1A	others
Oc1ccc(Cl)cc1CNCc1ccc(F)c(F)c1	-6%	i	76%	0%	5%
O=C(CC(=O)c1ccccc1O)c1cccc(F)c1	21µM*	2.5%	8.9µM*	?	-12%
CCCCC1=CC2=CC(=O)C(C)(OC(=O)c3cnc4ccccc4n3)C(=O)C2=CO1 (configuration not stated)	-22%	·	7%	2%	·
O=C1CCc2ccccc2N1Cc1ccccc1	12%	i	2%	22%	-10%
O=C(COC(=O)CSc1ccccc1)Nc1ccc(F)cc1F	·	1.6%	26%	3%	1%
Cc1ccc(C)c(S(=O)(=O)c2c(C)cc(C)[nH]c2=O)c1	-14%	0.5%	-4%	-5%	-16%
COC(=O)c1ccc(C2C(C(=O)Nc3ccccc3C)=C(C)Nc3ncnn32)cc1 (configuration not stated)	-8%	0.2%	-13%	-1%	2%
Cc1c(NC(=O)COC(=O)c2ccc(S(=O)(=O)N3CCOCC3)cc2)c(=O)n(-c2ccccc2)n1C	3%	1.0%	-17%	-2%	-7%
COc1cc(/C=C2\Oc3ccc(C#Cc4ccc(O)cc4)cc3C2=O)cc(OC)c1	·	0.1%	-1%	7%	-3%
COc1ccccc1NS(=O)(=O)c1ccc2oc(SC3CCOC3=O)nc2c1 (configuration not stated)	-1%	i	9%	-4%	-4%	inhibitors of VEEV 10K pilot screen=0.6
COc1ccccc1OCC(=O)NCC1CCCN(C(=O)c2ccccc2C(C)=O)C1 (configuration not stated)	-1%	1.0%	4%	-4%	-9%
COc1ccc(/C=C/CN2CCN(CCc3ccccc3)C(CCO)C2)cc1 (configuration not stated)	17%	0.4%	46%	62%	7%
COc1cc(C(=O)N(C)CC(=O)Nc2cccc(F)c2)ccc1OCc1ccccc1	6%	8.9%	-3%	56%	-9%
Cc1cc(/C(N)=N/OC(=O)c2ccc(Cl)cc2)no1	-2%	0.9%	44%	-1%	·
O=C(COC(=O)Cc1ccccc1)Nc1cc(S(=O)(=O)N2CCOCC2)ccc1N1CCCC1	-5%	0.4%	1%	-16%	-3%
CCn1cc(C(=O)N2CCc3ccccc32)c(=O)c2cc(S(=O)(=O)N3CCOCC3)ccc21	-7%	i	-18%	-8%	-4%
O=C(Nc1nnc(SCc2ccc(F)cc2)s1)c1ccccn1	·	?	·	·	19%
Cc1cccc(NC(=O)c2nc[nH]c2C(=O)NCc2ccccc2)c1	·	5.1%	?	?	-3%
COC(=O)Cn1c(=O)c2c(nc3n2CCCN3CCc2ccc(OC)c(OC)c2)n(C)c1=O	-10%	1.9%	-10%	6%	-8%
S=C(NCCN1CCOCC1)Nc1ccc(Br)cc1	2%	1.7%	9%	-25%	4%
CCCCc1cc(=O)oc2c(C)c(OCC(=O)N3C[C@H]4C[C@@H](C3)c3cccc(=O)n3C4)ccc12	-4%	5.3%	-3%	-8%	0%
O=C(CN1CCCCC1)Nc1ccc(S(=O)(=O)NC2CCCCC2)cc1	-2%	0.1%	-20%	-5%	-3%
CNC(=O)COC(=O)c1cccnc1SC	8%	0.8%	-8%	-6%	-2%
CN(C)C(=O)c1ccc(NC(=O)COc2ccc([N+](=O)[O-])cc2)cc1	7%	1.4%	4%	2%	-8%
C[C@H]1[C@H](OC(=O)CCC(=O)NCc2ccc(C(=O)O)cc2)O[C@@H]2O[C@@]3(C)CC[C@H]4[C@H](C)CC[C@@H]1C24OO3	-13%	i	27%	1%	-8%
CC(=O)Nc1ccc(S(=O)(=O)Nc2nccc(C3Cc4ccccc4C(=O)O3)n2)cc1 (configuration not stated)	5%	0.4%	5%	6%	-8%
Cc1csc(C(C#N)C(=O)c2ccncc2)n1 (configuration not stated)	-2%	4.7%	7%	2%	-3%
Cc1ccccc1-c1ccc(C=Nc2c(C)n(C)n(-c3ccccc3)c2=O)o1	9%	1.2%	35%	-2%	3%

New compounds follow
SMILES	PhoP GFP inhibition	inhibitors of VEEV	M. tuberculosis	M. tuberculosis HTS	influenza NS1A	others
COC(=O)c1ccc(-n2ccnc2)cc1	-1%	0.5%	5%	11%	3%
O=C(OCc1cc2ccccc2[nH]c1=O)c1ccco1	16%	1.8%	0%	5%	23%
Cc1ccc2nc(-c3ccccn3)cc(C(=O)NC(C)C(C)(C)C)c2c1 (configuration not stated)	-23%	1.4%	37%	19%	-8%
O=[N+]([O-])c1cc(/C=N/N2CCN(Cc3ccccc3)CC2)ccc1Cl	18%	i	4%	?	7%
CC(=O)SCC(Cc1ccccc1)C(=O)NCC(=O)OCc1ccccc1 (configuration not stated)	14%	·	48%	?	·
COc1ccc(Cc2n[nH]c(=S)n2NC(=O)Nc2ccc(C)cc2)cc1	8%	1.9%	-12%	-4%	6%
CC(C)[C@H](NC(=O)c1ccccc1)C(=O)OCC(=O)Nc1ccc(Cl)cc1C(F)(F)F	-4%	1.0%	24%	-13%	-6%
COc1cc(C(=O)NC2CCCC2)c(Br)c(OC)c1OC	-7%	0.3%	3%	0%	4%
O/N=C1/CCCCC1c1ccccn1 (configuration not stated)	-2%	1.7%	3%	3%	-6%
CCn1cc(CN2CCN(Cc3ccccc3)C(CCO)C2)c2ccccc21 (configuration not stated)	-7%	i	35%	4%	3%
C#CCN(C)[C@H](C)Cc1ccccc1	5%	0.1%	2%	43%	-4%
O=c1c2ccccc2ncn1-c1ccc2c(c1)OCCO2	-5%	1.1%	-11%	2%	-2%
CN(C)/C=C/C(=O)c1cccc(C(F)(F)F)c1	4%	i	15%	2%	5%
Cc1c(C(=O)NC(C(C)C)C(C)C)cccc1[N+](=O)[O-]	5%	i	-3%	0%	-4%
COCCNC(=O)CN(C)S(=O)(=O)c1ccc2c(c1)OCCO2	-5%	1.4%	-5%	-5%	11%
O=C(CSc1ncn[nH]1)N1CCN(S(=O)(=O)c2ccccc2)CC1	4%	2.6%	-15%	6%	5%
CC(Sc1nnc(N)s1)C(=O)NC1CCCCC1C (configuration not stated)	6%	0.7%	-5%	1%	5%
CC(=O)Nc1ccc(S(=O)(=O)Nc2cc(-c3ccccc3)nn2C)cc1	1%	0.8%	-8%	-1%	·
N#C/C(=C/c1ccc(N2CCOCC2)o1)C(=O)Nc1ccccc1	·	?	·	·	-2%
Cc1cc(N2CCOCC2)nc2ccc(NC(=S)NCCN(C)C)cc12	-9%	0.0%	-5%	-1%	-14%
Cc1nn(-c2ccccc2)c(C)c1NC(=O)COC(=O)CC(C)c1ccccc1 (configuration not stated)	9%	i	6%	3%	0%
Cc1cc(Cl)ccc1Oc1ncnc2oc(-c3ccccc3)cc12	3%	0.8%	3%	10%	-7%
CC(C)c1nc(SCC(=O)NCc2ccccc2)n[nH]1	-9%	1.6%	4%	-3%	-1%
CCOC(=O)N1CCC(n2c(SCC(=O)N3CCCC3)nc3ccccc3c2=O)CC1	-3%	0.5%	14%	-3%	-1%
Cc1cc(OCCN2CCCCC2)nc2ccccc12	9%	·	-2%	5%	·

More records.
SMILES	PhoP GFP inhibition	inhibitors of VEEV	M. tuberculosis	M. tuberculosis HTS	influenza NS1A	others
COc1ccc(C(=O)OCC(=O)Nc2nnc(-c3ccccc3)o2)cc1	1%	1.2%	?	?	8%
CC(=O)NC(CC(=O)O)c1ccc(F)cc1 (configuration not stated)	1%	0.2%	1%	-6%	-5%
CCOP(=O)(OCC)c1ccccc1OCP(C)(=O)COc1ccccc1P(=O)(OCC)OCC	-2%	2.6%	-2%	5%	0%
CCOC(=O)c1ccc(NC(=O)c2cc3c(C)nn(-c4ccccc4Cl)c3s2)s1	-10%	0.9%	-3%	16%	-5%
Cc1ccc(Nc2cc(-c3ccccc3)nc3ncnn23)cc1	0%	10%	18%	-1%	0%
CC1=C(C(=O)OC2CCCCC2)C(c2ccc(N(C)C)cc2)NC(=O)N1 (configuration not stated)	-8%	4.9%	-2%	-1%	7%
COc1ccc(CN2C(=O)c3cccnc3C2Nc2cc(Cl)ccc2OC)cc1 (configuration not stated)	-14%	i	7%	-10%	-9%
COC(=O)c1cc(Br)c(=O)n(Cc2ccc(C(=O)O)cc2)c1	-10%	2.1%	-1%	-10%	9%
COc1cccc(NC(=S)N(CCc2c(C)[nH]c3ccccc23)Cc2ccco2)c1	-3%	7.8%	20%	-12%	2%
CC(C)CNC(=O)COc1ccccc1[N+](=O)[O-]	1%	i	5%	-2%	2%
Oc1cccc(/C=N/NC(=S)Nc2cccnc2)c1O	?	12%	3%	-2%	1.8µM*
NNC(=O)CNC(=O)CNS(=O)(=O)c1ccccc1	-5%	i	-6%	-2%	1%
O=C(/C=C/c1ccccc1)N1CCN(c2cccc(Cl)n2)CC1	-15%	5.7%	3%	0%	-7%

4 records picked at random from those above:
SMILES	PhoP GFP inhibition	inhibitors of VEEV	M. tuberculosis	M. tuberculosis HTS	influenza NS1A	others
CC(C)CNC(=O)COc1ccccc1[N+](=O)[O-]	1%	i	5%	-2%	2%
CC1=C(C(=O)OC2CCCCC2)C(c2ccc(N(C)C)cc2)NC(=O)N1 (configuration not stated)	-8%	4.9%	-2%	-1%	7%
COc1ccc(CN2C(=O)c3cccnc3C2Nc2cc(Cl)ccc2OC)cc1 (configuration not stated)	-14%	i	7%	-10%	-9%
COC(=O)c1cc(Br)c(=O)n(Cc2ccc(C(=O)O)cc2)c1	-10%	2.1%	-1%	-10%	9%
